# HPDE-C7K KRASV12: viability loss of HPDE-C7K cells – cell-based, fluorescence, HTS, primary screen (AID 431). actives 1.7% (n = 63,000). HPDE-C7K KRASV12 cells, Alamar Blue viability, 48 h; higher % means a stronger effect. one-dose cytotoxicity, % at 10 µM; EC50 in µM for titrated hits;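 active = compounds whose percent cytotoxicity in the single-dose primary screen, scaled between solvent and toxic-drug controls, exceeds 50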;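 note: 0% = DMSO solvent wells and 100% = doxorubicin-treated wells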
# Alkaline phosphatase: inhibition of tissue-nonspecific alkaline phosphatase – biochemical, luminescent (AID 518) | inhibition, % at 20 µM; hits with a dose series show IC50 in µM | actives 0.09% (n = 64,000) | purified TNAP enzyme, luminescent substrate readout; higher % means a stronger effect; in the data active = a potency from the dose series; inactive = the rest, 99 in 100 with inhibition below about 22%;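 note: plate controls were vehicle for no effect and reference inhibitor for full effect; many of its hits are not listed in these tables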
# LYP phosphatase: LYP phosphatase inhibitors, primary screen, biochemical, DiFMUP fluorescence, recombinant catalytic domain, 10 µM (AID 606); recombinant LYP catalytic domain, DiFMUP fluorescence; higher % means a stronger effect; one-dose inhibition, % at 10 µM; IC50 in µM for titrated hits; 52,000 tested, under 10 active;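 active = IC50 under 40 µM in the dose-response test; inactive = IC50 of 40 µM or more, or never dose-tested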
# Bfl-1 displacement: displacement of Bid BH3 peptide from Bfl-1 – biochemical, fluorescence polarization, FITC-Bid, mouse, primary screen (AID 432); FITC-Bid BH3 peptide fluorescence polarization displacement; higher % means a stronger effect; displacement, % at 20 µM, or IC50 in µM where a hit was titrated; actives 0.02% (n = 64,000); in the data active = a potency from the dose series; inactive = the rest, 99 in 100 with displacement below about 15%; note: strong numbers were not always called active
# DPM-DC inhibit: blocks S. pneumoniae diphosphomevalonate decarboxylase | actives 0.49% (n = 65,000) | calls only at 10 µM | purified DPM-DC, PK/LDH coupled NADH fluorescence;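 active = the 320 compounds with the highest percent inhibition in the single-dose primary screen, excluding strongly autofluorescent ones, cut at about 32% in these data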;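 note: kinetic rate of NADH fluorescence loss reporting ADP formed by the decarboxylase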
# HPDE-C7 cytotoxicity: cytotoxicity in HPDE-C7 cells, cell-based, fluorescence, HTS (AID 430). HPDE-C7 pancreatic duct cells viability, fluorescence; higher % means a stronger effect. cytotoxicity, % at 10 µM, or EC50 in µM where a hit was titrated. actives 1.8% (n = 63,000);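 note: cells exposed to compound for 48 hours before viability readout; 0% = vehicle and 100% = reference cytotoxic drug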
# Spn MK inh: inhibitors of Streptococcus pneumoniae mevalonate kinase; purified MK, PK/LDH-coupled NADH absorbance 340 nm; inhibition, % at 10 µM; actives 0.48% (n = 65,000); AID 555;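 active = ranked among the strongest by inhibition in the single 10 µM screen, a fixed top-ranked set picked for dose follow-up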; note: no value below 0 was filed
# Spn PMK inh: inhibitors of Streptococcus pneumoniae phosphomevalonate kinase; AID 539; actives 0.49% (n = 65,000); purified PMK, PK/LDH-coupled NADH absorbance 340 nm; inhibition, % at 10 µM;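 active = top-ranked compounds by inhibition in the single 10 µM screen, taking a fixed number of the strongest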;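 note: 0% = full reaction with DMSO carrier and 100% = background rate without enzyme reaction; no value below 0 was filed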
# HT1080 cytotoxicity: HT1080 cell viability loss – fluorescence readout (AID 620); HT1080 viability, fluorescence; higher % means a stronger effect; cytotoxicity, % at 10 µM, or EC50 in µM where a hit was titrated; actives 0.42% (n = 87,000);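 note: cells exposed to compound overnight then 4 h with Alamar Blue; 0% = vehicle DMSO and 100% = killing control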
# Spn PMK inh pilot replicates: recorded beside Spn PMK inh, whose call it bears; inhibition, %; measured here: pilot screen replicates
# Spn MK inh pilot replicates: also measured in Spn MK inh; calls as there; inhibition, %; measured here: pilot screen replicates
# DPM-DC inhibit pilot screen %: recorded beside DPM-DC inhibit, whose call it bears; inhibition, %; measured here: pilot screen trials
# Numbers without * were called inactive; i = inactive; x = not tested or not shown; + = active, no number; [ ] = dose if it differs, or a comment. Cut-off read from the data, not from the text of the source, unless noted: active = cytotoxicity above about 50%; inactive = the rest.
SMILES,HPDE-C7K KRASV12,Alkaline phosphatase,LYP phosphatase,Bfl-1 displacement,DPM-DC inhibit,HPDE-C7 cytotoxicity,Spn MK inh,Spn PMK inh,HT1080 cytotoxicity,others
Cc1cc(C)nc(N2CCN(c3nnnn3-c3ccccc3)CC2)n1,-4%,6%,21%,-3%,i,-3%,1,2,-1%,
COc1ccc(C2C3=C(CCCC3=O)Nc3nc4ccccc4n32)c(OC)c1OC (stereo not given),-14%,3%,x,4%,x,-5%,0,8,-8%,
Cc1c(NC(=O)CN2c3cccc4cccc(c34)S2(=O)=O)c(=O)n(-c2ccccc2)n1C,0%,11%,12%,-10%,+[may fluoresce],-3%,5,9,3%,Spn PMK inh pilot replicates=1.5;Spn MK inh pilot replicates=0.0;DPM-DC inhibit pilot screen %=72*
CCCc1cc(=O)n2[nH]c(NCc3cccs3)nc2n1,x,5%,x,-1%,i,x,0,16,1%,
CCC(CC)n1[nH]c(=O)cc1N,3%,9%,4%,1%,i,-1%,3,7,-2%,
COc1ccc(-c2cc(C(F)(F)F)nc(S(=O)(=O)CCC(=O)N3CCOCC3)n2)cc1,x,x,5%,x,i,x,14,10,1%,
CCOc1ccccc1NC(=O)N1CCC(n2nnc3cc(C)ccc32)CC1,-8%,0%,6%,-6%,i,-22%,8,13,-4%,
NC(=O)C1CCN(C(=O)CCCCCn2c(=O)[nH]c3ccsc3c2=O)CC1,-8%,1%,5%,-12%,i,-20%,9,0,-3%,
CC1CN(C(=O)c2ccncc2)CC(C)O1 (stereo not given),4%,16%,3%,0%,i,-4%,5,0,x,
CCOC(=O)CCc1c(C)n(CC)c2cc(-c3ccccc3OC)nn2c1=O,-6%,1%,0%,-6%,i,-8%,0,13,4%,
COc1ccc(Cl)cc1NC(=O)CSc1nnc(-c2ccncc2)n1CC1CCCO1 (stereo not given),8%,13%,x,-9%,i,-1%,11,8,-7%,
Cc1ccn(S(=O)(=O)c2ccc(C(C)(C)C)cc2)n1,-8%,10%,-2%,5%,i,-6%,0,5,-5%,
COCCn1nnnc1C(c1cc2c(C)cc(C)cc2[nH]c1=O)N1CCCCCC1 (stereo not given),-14%,-10%,9%,-14%,i,-6%,9,16,5%,
CC1CCCCN1C(=O)C12CCC(C)(/C(=N/O)C1)C2(C)C (stereo not given),-6%,10%,15%,-8%,i,-2%,0,1,-4%,
CCOc1ccccc1OCC(=O)OCC(=O)Nc1ncc(Cl)cc1Cl,1%,5%,x,2%,i,8%,3,11,-2%,
Cn1c(C(=O)NCCCN2CCCC2=O)cc2c(=O)n3ccccc3nc21,-6%,-1%,14%,7%,x,-3%,9,12,0%,
Fc1ccc(-n2cnnn2)c(F)c1,-2%,2%,-2%,-2%,i,10%,1,17,0%,
CCCCn1c(NC(=O)c2ccc(F)cc2)c(C#N)c2nc3ccccc3nc21,88%*,10%,6%,-31%,x,74%*,15,7,6%,
CCN(CC)C(=O)N1CCC(NC(=O)Cc2ccccc2)CC1,-1%,3%,16%,-7%,i,-7%,10,0,3%,
Cc1ccc(CCNC(=O)CCNS(=O)(=O)c2ccc3c(c2)oc(=O)n3C)cc1,-12%,9%,x,-2%,i,-16%,2,5,0%,
C=CCN(CC=C)C(=O)CN1C(=O)c2ccccc2C1=O,0%,19%,10%,-1%,i,-18%,10,10,9%,Spn PMK inh pilot replicates=1.5;Spn MK inh pilot replicates=0.0;DPM-DC inhibit pilot screen %=0.0
c1ccc(CSc2nnnn2-c2cccc3ccccc23)nc1,12%,3%,x,-1%,i,0%,2,5,-1%,
CNC(=O)OC(C)CNS(=O)(=O)c1ccc(C)cc1 (stereo not given),-6%,13%,4%,-3%,i,-4%,5,4,6%,Spn PMK inh pilot replicates=1.5;Spn MK inh pilot replicates=0.0;DPM-DC inhibit pilot screen %=0.0
O=C(CSc1nc2ccccc2o1)NC(=O)NCc1ccco1,-9%,15%,x,-2%,i,-3%,1,16,-2%,Spn PMK inh pilot replicates=0.0;Spn MK inh pilot replicates=0.0;DPM-DC inhibit pilot screen %=0.0

# The final three entries of the section above open the next one.
SMILES,HPDE-C7K KRASV12,Alkaline phosphatase,LYP phosphatase,Bfl-1 displacement,DPM-DC inhibit,HPDE-C7 cytotoxicity,Spn MK inh,Spn PMK inh,HT1080 cytotoxicity,others
c1ccc(CSc2nnnn2-c2cccc3ccccc23)nc1,12%,3%,x,-1%,i,0%,2,5,-1%,
CNC(=O)OC(C)CNS(=O)(=O)c1ccc(C)cc1 (stereo not given),-6%,13%,4%,-3%,i,-4%,5,4,6%,Spn PMK inh pilot replicates=1.5;Spn MK inh pilot replicates=0.0;DPM-DC inhibit pilot screen %=0.0
O=C(CSc1nc2ccccc2o1)NC(=O)NCc1ccco1,-9%,15%,x,-2%,i,-3%,1,16,-2%,Spn PMK inh pilot replicates=0.0;Spn MK inh pilot replicates=0.0;DPM-DC inhibit pilot screen %=0.0
CC(C)(C)C(=O)COC(=O)c1ccc(O)cc1,-2%,4%,6%,-13%,i,-4%,1,6,-5%,
O=C(NC1CCCCC1)C1CCN(C(=O)NCc2ccccc2)CC1,-6%,9%,4%,-6%,i,-2%,5,15,7%,
CCCOc1ccc2c(C)c(CC(=O)OC)c(=O)oc2c1,0%,12%,-2%,-2%,x,4%,9,6,-1%,
O=C(Nc1ccc(Cl)cn1)Nc1cccs1,6%,6%,-6%,-6%,i,-10%,6,6,3%,
CCOC(=O)c1c(NC(=O)CN(CC)CC)sc2c1CCN(C(=O)OCC)C2,18%,-9%,4%,-8%,i,26%,0,19,-6%,
N#Cc1nc(-c2ccccc2F)oc1NCc1ccccc1,-7%,21%,2%,0%,x,4%,4,2,0%,
O=C(c1nn(Cc2ccccc2)c(=O)c2ccccc12)N1CCN(c2ccccn2)CC1,-3%,6%,-1%,-6%,i,-13%,0,13,6%,
CC1CCCC(NC(=O)COC(=O)Cc2cn3ccsc3n2)C1C (stereo not given),-6%,8%,x,-10%,i,-8%,0,18,-5%,
O=C(CN1C(=O)C2C3c4ccccc4C(c4ccccc43)C2C1=O)N1CCOCC1 (stereo not given),5%,4%,8%,-6%,i,-4%,1,0,-2%,
Cc1nc2nc(C)c(CCC(=O)NCCC3=CCCCC3)c(C)n2n1,5%,9%,8%,-1%,i,-2%,7,8,18%,
COCCn1c(-c2cc(OC)c(OC)c(OC)c2)nc2nc3ccccc3nc21,2%,11%,7%,0%,i,-23%,0,0,-1%,
CC(C)OC(=O)CSc1nnc2n1C(C)(C)Cc1ccccc1-2,-17%,15%,10%,-2%,i,-6%,12,9,-2%,
O=C(Nc1cccc(C(F)(F)F)c1)c1cnc2n(c1=O)CCS2,3%,9%,-10%,5%,i,-19%,15,16,10%,
CCn1c(Cc2ccccc2)nnc1SCC(=O)Nc1ccc(N2CCOCC2)c(Cl)c1,-1%,12%,x,-7%,i,-11%,7,1,-2%,Spn PMK inh pilot replicates=2.5;Spn MK inh pilot replicates=4.5;DPM-DC inhibit pilot screen %=1.5
CCOC(=O)COc1ccc2c3c(c(=O)oc2c1C)CCC3,-12%,-2%,9%,-8%,i,-11%,0,6,0%,
Cn1c(COc2ccccc2)nnc1SCCSc1nnc(COc2ccccc2)n1C,-10%,5%,x,-5%,i,5%,8,16,3%,
CN(C)c1ccc(NC(=O)Cn2c(=O)n(Cc3ccccc3)c(=O)c3ccccc32)cc1,12%,11%,x,0%,i,4%,11,0,26%,
O=C1CN(C(=O)c2ccco2)C(c2ccccc2)c2cc(Cl)ccc2N1 (stereo not given),4%,11%,0%,6%,i,-4%,4,10,6%,
COc1ccc(CNC(=O)C2CSC(=O)C2)cc1 (stereo not given),8%,13%,2%,-5%,i,-7%,0,12,2%,
C/C=C/COC(=O)c1[nH]c2c(c1C)C(=O)CC(c1ccco1)C2 (stereo not given),69%*,19%,20%,3%,i,64%*,14,13,66%*,Spn PMK inh pilot replicates=0.0;Spn MK inh pilot replicates=1.5;DPM-DC inhibit pilot screen %=0.0
CCc1ccc(C(=O)COC(=O)CNC(=O)c2ccco2)cc1,-6%,2%,-2%,-6%,i,-7%,7,8,-7%,
O=C(c1cccc2ccccc12)N1CCN(c2ccccc2F)CC1,-3%,9%,-7%,3%,i,-9%,2,17,12%,
O=C(CSc1nnc(SCC(=O)c2ccco2)s1)c1ccco1,x,x,1%,x,i,x,0,14,6%,
COCCNC(=O)c1ccc(CS(=O)(=O)c2c(Cl)cccc2Cl)o1,0%,17%,3%,0%,i,-11%,7,5,2%,Spn PMK inh pilot replicates=0.0;Spn MK inh pilot replicates=0.0;DPM-DC inhibit pilot screen %=0.0

# Four compounds already listed, sorted by SMILES length, low to high.
SMILES,HPDE-C7K KRASV12,Alkaline phosphatase,LYP phosphatase,Bfl-1 displacement,DPM-DC inhibit,HPDE-C7 cytotoxicity,Spn MK inh,Spn PMK inh,HT1080 cytotoxicity,others
COc1ccc(CNC(=O)C2CSC(=O)C2)cc1 (stereo not given),8%,13%,2%,-5%,i,-7%,0,12,2%,
O=C(CSc1nnc(SCC(=O)c2ccco2)s1)c1ccco1,x,x,1%,x,i,x,0,14,6%,
O=C(Nc1cccc(C(F)(F)F)c1)c1cnc2n(c1=O)CCS2,3%,9%,-10%,5%,i,-19%,15,16,10%,
Cn1c(COc2ccccc2)nnc1SCCSc1nnc(COc2ccccc2)n1C,-10%,5%,x,-5%,i,5%,8,16,3%,

# The list continues.
SMILES,HPDE-C7K KRASV12,Alkaline phosphatase,LYP phosphatase,Bfl-1 displacement,DPM-DC inhibit,HPDE-C7 cytotoxicity,Spn MK inh,Spn PMK inh,HT1080 cytotoxicity,others
C=CCOc1cccc(C2C(C(=O)c3ccc(C)o3)=C(O)C(=O)N2c2nccs2)c1 (stereo not given),0%,6%,0%,161%,i,4%,5,3,-7%,
CCOC(=O)CSc1nc2cccnc2n1-c1ccc(F)cc1,-10%,5%,-2%,-6%,i,-8%,16,13,3%,Spn PMK inh pilot replicates=2.0;Spn MK inh pilot replicates=1.0;DPM-DC inhibit pilot screen %=1.0
O=C1OC2(CCCCC2)OC(=O)C1=CNc1ccc2c(c1)OCO2,-10%,8%,5%,-3%,i,-6%,5,4,-3%,
O=C(Nc1cccc(C(F)(F)F)c1)c1cccnc1N1CCN(CCO)CC1,-13%,3%,12%,-6%,i,-11%,9,2,2%,
CN(C)c1nc2n(c(=S)n1)CCS2,-10%,12%,7%,-7%,i,-10%,3,4,22%,
CCOC(=O)CSc1nnnn1-c1cccc2ccccc12,1%,18%,8%,0%,i,-5%,5,0,-9%,
O=C1CC(c2ccc(F)cc2)Cc2nc(N3CCOCC3)ncc21 (stereo not given),4%,8%,15%,-4%,i,-4%,11,5,5%,
OCCNc1nc2ccccc2n1-c1ccccc1,5%,6%,0%,-4%,i,-1%,0,0,0%,
CCN(CC)S(=O)(=O)c1cc(-c2nnc(-c3ccc(Br)cc3)o2)ccc1Cl,1%,11%,10%,7%,i,0%,1,8,-4%,
O=C(NCCN1CCOCC1)c1ccc2c(c1)N(Cc1ccccc1)C(=O)CS2,-6%,4%,-14%,1%,i,-12%,3,19,-8%,Spn PMK inh pilot replicates=0.0;Spn MK inh pilot replicates=0.0;DPM-DC inhibit pilot screen %=0.0

# Source: PubChem (several laboratories)
